GLS inh = inhibitors of human glutaminase (GLS) | O94925 | GLS enzymatic activity, qHTS titration | Potency, µM (highest dose often 45.5 µM), inactives show top-dose activity change, negative = inhibition, usual class: inhibitors | 410,000 tested, 0.21% active | AID 624170; further: potency means the concentration at half of the fitted maximal effect; on the % scale 0 is the no-effect control and ±100 the full control effect
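Two-point fluorescence kinetic (t0, 30 min RT) for hKGA; glutamate detected via glutamate oxidase–HRP–Amplex Red. Substrate: 1 mM L-glutamine solution; buffer 45 mM KH2PO4, pH 8.2.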
JMJD2A Tudor inh = inhibitors of human JMJD2A Tudor domain | AID 504339 | Potency, µM (doses to about 114 µM), for inactives: at the highest dose activity change, negative = inhibition, actives largely listed as inhibitors | AlphaScreen JMJD2A-Tudor / H3K4me3 peptide binding | O75164 | 390,000 tested, 4.4% active; further: potency means the concentration at half of the fitted maximal effect; on the % scale 0 is the no-effect control and ±100 the full control effect; nearly all actives have a fitted effect of over 50% in size
RGS4 inh = human RGS4 inhibition; Transcreener GDP fluorescence polarization, RGS4-accelerated GTP hydrolysis; Potency, µM (doses to about 114 µM), without a hit: top-dose activity change, negative = inhibition, usual class: inhibitors; 390,000 tested, 0.039% active; further: potency means the concentration at half of the fitted maximal effect; on the % scale 0 is the no-effect control and ±100 the full control effect; nearly all actives have a fitted effect of over 75% in size; some results filed as inactive show a strong effect at the top dose
Target sequence (P49798 whole entry, looked up): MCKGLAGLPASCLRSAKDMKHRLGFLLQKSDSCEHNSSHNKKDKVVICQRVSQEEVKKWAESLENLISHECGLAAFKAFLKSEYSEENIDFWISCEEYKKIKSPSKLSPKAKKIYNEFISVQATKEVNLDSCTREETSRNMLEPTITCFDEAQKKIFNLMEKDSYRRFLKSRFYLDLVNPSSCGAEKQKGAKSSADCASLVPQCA
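MLSMR compounds (23 nl, pin-transferred) preincubated 10 min at room temperature with a 500nM (2x) first reagent, then RGS4 at 900nM (2x) plus Transcreener GDP mix added; fluorescence polarization (620/688 nm) read before and after 90 min at 30 °C.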
12-LOX inh = ALOX12 (human) lipoxygenase inhibition | purified 12hLO, xylenol orange hydroperoxide absorbance | P18054 | AID 1671190 | 580,000 tested, 1.1% active | Potency, µM (titrated, usually from 108 µM), for the others: at the top dose activity change, negative = inhibition, usual class: inhibitors; further: potency means the concentration at half of the fitted maximal effect; on the % scale 0 is the no-effect control and ±100 the full control effect
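Purified human 12hLO at 150 nM in 25 mM Hepes, 0.01% Triton X-100, pH 7.0, preincubated 15 min at room temperature with compound. Reaction started with 40 uM arachidonic acid, 30 min at room temperature. Hydroperoxide measured by Fe-xylenol orange, 573/405 nm absorbance ratio.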
BAZ2B block = BAZ2B (human) inhibition. Q9UIF8. AlphaScreen BAZ2B-H3K14Ac peptide displacement. Potency, µM (series often up to 114 µM), for inactives: at the top dose activity change, negative = inhibition, hits mostly inhibitors. 360,000 tested, 4.4% active; further: potency means the concentration at half of the fitted maximal effect; on the % scale 0 is the no-effect control and ±100 the full control effect; nearly all actives have a fitted effect of over 60% in size
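AlphaScreen luminescence quantifies BAZ2B engagement of H3K14Ac peptide; the protein and biotinylated peptide are both at 50 nM final, buffer PBS pH 7.4 with 0.01% Tween-20, all steps at room temperature.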
ERG Ets-DNA blk = blocks human ERG Ets domain binding to DNA | Potency, µM (titrated, usually from 76.9 µM), inactives show at the top dose FP activity, negative = inhibition, usual class: inhibitors | 370,000 tested, 0.028% active | P11308 | fluorescence polarization, His-ERG Ets domain / labelled DNA | AID 624246; active means well fitted inhibition curve with a large enough effect in the polarisation, with a control signal flat; inconclusive means small, poorly fitted or top-dose-only effect, or effect the other way, or a change in a side signal; inactive means no such curve, though single readings can be large or run the other way; the % refers to the polarisation;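 further: polarization taken with two DNA probes labelled with fluorescein and Texas red; potency means the concentration at half of the fitted maximal effect; % of control where 0% means no effect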
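His-tagged ERG Ets domain (1 uM in the protein solution; 300mM KCl, 50mM Tris-HCl, 1mM EDTA, 1mM DTT, pH 7.5) received compound, then a probe mix of 5 nM fluorescein-DNA and 100nM Texas-615-DNA. Fluorescence polarization was read for both dyes.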
G9a block = inhibitors of human histone lysine methyltransferase G9a; Q96KQ7; G9a H3K9 monomethylation, AlphaScreen, 2 h; Potency, µM (highest dose often 102 µM), for inactives: at the highest dose activity, negative = inhibition, most hits filed as inhibitors; 350,000 tested, 8.8% active; AID 504332; further: potency means the concentration at half of the fitted maximal effect; on the % scale 0 is the no-effect control and ±100 the full control effect; nearly all actives have a fitted effect of over 75% in size
Target sequence (Q96KQ7 913-1193 limits assumed): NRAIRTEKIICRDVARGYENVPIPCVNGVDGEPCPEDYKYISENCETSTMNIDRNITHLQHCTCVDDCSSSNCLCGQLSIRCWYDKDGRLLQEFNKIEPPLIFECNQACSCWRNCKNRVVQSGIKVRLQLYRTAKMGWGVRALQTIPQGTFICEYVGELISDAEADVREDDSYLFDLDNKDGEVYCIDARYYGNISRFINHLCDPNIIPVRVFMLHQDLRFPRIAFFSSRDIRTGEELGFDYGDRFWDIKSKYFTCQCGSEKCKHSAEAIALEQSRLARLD
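AlphaScreen detection with an anti-monomethyl H3K9 antibody quantified product after a 2 h room-temperature reaction containing 500 nM biotinylated H3K9 peptide, 20 µM SAM and 20 nM enzyme, which had been preincubated 15 min with compound.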
HP1b chromo inh = blocks HP1-beta chromodomain binding to methylated histone tails; P83916; 390,000 tested, 0.56% active; AID 540317; Potency, µM (doses to about 114 µM), inactives show at the top dose activity change, negative = inhibition, hits mostly inhibitors; AlphaScreen HP1-beta / biotin-H3K9me3 peptide binding; further: potency means the concentration at half of the fitted maximal effect; nearly all actives have a fitted effect of over 70% in size; inactives centre near 23
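HP1-beta protein (50 nM final) preincubated 30 min at room temperature with biotinylated H3(1-18)K9me3 peptide (50 nM) in PBS pH 7.4, 0.01% Tween-20, then compound added for 30 min. AlphaScreen streptavidin donor/nickel chelate acceptor beads (10 ug/mL final), 30 min dark, luminescence read.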
PI4K2A inh = PI4K2A (human) kinase inhibition; activity change, negative = inhibition, % at 76.9 µM; purified PI4K2A, ADP-Glo luminescence, 1 h; hits give low values; 420,000 tested, 0.13% active; Q9BTU6; in the data active means activity change below about -50%; inconclusive means mostly about -30% to -49%;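 further: -100% = wells without enzyme as full effect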
Target sequence (Q9BTU6 whole entry, looked up): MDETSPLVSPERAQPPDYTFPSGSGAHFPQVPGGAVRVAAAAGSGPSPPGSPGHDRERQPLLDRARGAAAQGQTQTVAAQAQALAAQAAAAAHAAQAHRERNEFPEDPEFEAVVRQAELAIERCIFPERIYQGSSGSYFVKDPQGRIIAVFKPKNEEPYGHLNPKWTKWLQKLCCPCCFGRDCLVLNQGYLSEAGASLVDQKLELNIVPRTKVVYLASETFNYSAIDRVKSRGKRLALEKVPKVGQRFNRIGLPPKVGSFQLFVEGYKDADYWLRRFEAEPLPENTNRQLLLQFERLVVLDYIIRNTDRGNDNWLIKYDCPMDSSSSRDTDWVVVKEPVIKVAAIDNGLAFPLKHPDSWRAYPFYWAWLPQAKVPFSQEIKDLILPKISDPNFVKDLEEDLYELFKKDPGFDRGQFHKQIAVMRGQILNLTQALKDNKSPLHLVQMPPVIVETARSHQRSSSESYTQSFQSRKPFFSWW
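ADP-Glo luminescence measured ADP generated by PI4K2A enzyme (4 ug/mL before mixing) with 1.2 mM PI substrate (pre-mix) and 300 microM ATP (pre-mix). Tris pH7.5 buffer with MgCl2, Triton X-100; 1 h reaction at ambient temperature.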
An asterisk follows results filed as active; u = inconclusive; x = not tested or not shown; & = joins results of further samples; [ ] = remark or other dose. Unless noted, the call rests on the fitted dose curve; in most records, active means well fitted curve in the direction sought with a large enough effect; inconclusive means small, poorly fitted or top-dose-only effect, or another doubt; inactive means no such curve, though single readings can be large; an effect the other way counts as inactive or inconclusive. Only part of the results is shown (hit frequency here may not be typical).

GLS inh	JMJD2A Tudor inh	RGS4 inh	12-LOX inh	BAZ2B block	ERG Ets-DNA blk	G9a block	HP1b chromo inh	PI4K2A inh	Structure
-2%	-30%	u	-18%	x	1%	-17%[59 µM]	0%	1	O=C(Nc1cccc(F)c1)C1CCN(S(=O)(=O)c2cccc3nsnc23)CC1
-3%&0%	u	u	u	-26%&1%	9%&-3%	-29%	7%&0%	3&-4	CCOC(=O)c1cc2c(=O)n3ccccc3nc2n(Cc2ccco2)c1=NC(=O)c1ccccc1OC
-30%	-13%	u	u	-24%	12%	1%[0.501 µM]	u	4	COc1ccc(CC(=S)NCCc2ccccc2)cc1
0%	3%	-6%	-3%	4%	8%	26%	15%	-1	Cc1ccc(N(CC(=O)NC2CCCCC2)C(=O)CNC(=O)c2ccco2)cc1C
22%	-16%	0%	0%	-3%	-16%	9%	39%[activator]	-6	COc1cc(/C=N/Nc2ncc(C(F)(F)F)cc2Cl)cc(OC)c1OC
4%	-23%	-25%	-20%	-5%	3%	13%[59 µM]	19%	-3	Cc1ccccc1-n1c(SCc2cccc(F)c2)nc2[nH]ncc2c1=O
17%	-8%	-18%	-10%	-2%	18%	9%	23%	-7	O=C(NCC1CCCN1S(=O)(=O)c1cccs1)C(=O)Nc1ccc(F)cc1F (configuration not stated)
10%	-1%	13%	-14%	-3%	-9%	-18%	39%[activator]	5	CCCc1cc(=O)oc2c(CN(CC)CC)c(O)c(Cl)cc12
-1%	-1%	-17%	2%	6%	7%	5%	21%	5	CN(C)S(=O)(=O)c1ccc(C(=O)NCCN=C2NS(=O)(=O)c3ccccc32)cc1
4%	-12%	13%	-20%	1%	-20%	5%[59 µM]	28%	u	C[C@@H](CO)NC(=O)c1ccc2c3n(nc2c1)-c1ccccc1CO3
4%	-6%	1%	-2%	-5%	5%	45µM*	19%	4	C=CCOc1ccc(/C=C/C(=O)N2CCCN(S(=O)(=O)c3c(C)noc3C)CC2)cc1
-16%	-1%	3%	51%[activator]	-11%	1%	-5%[0.0925 µM]	6%	0	COc1ccc(/C=C2\SC(=O)N(CCNC(=O)C3CC4C=CC3C4)C2=O)cc1 (configuration not stated)
2%	u	-28%	u	50µM*	13%	32µM*	7%	-10	Cc1c(/C(O)=C2/C(=O)C(=O)N(Cc3cccnc3)C2c2ccccn2)cnn1-c1ccccc1 (configuration not stated)
22%	-1%	27%	16%	9%	-1%	52%[activator][12.7 µM]	21%	10	CC(Cc1ccccc1)N/C=C1\CC(=O)NC1=O (configuration not stated)
5%	18µM*	u	u	13µM*	-6%	35µM*	22µM*	u	COc1ccc(/C=C2/C(=O)N(c3ccccc3)N=C2C)cc1Br
-10%	-4%	7%	1%	1%	-3%	14%	33%	-3	CC1CCN(Cc2c(C(=O)N/N=C/c3ccc(C(F)(F)F)cc3)nnn2-c2nonc2N)CC1
21%	0%	-31%	2%	-2%	6%	12%[59 µM]	40%[activator]	-2	COc1ccc(NC(=S)SC)cc1OC
3%	-11%	1%	-25%	14%	3%	21%[59 µM]	21%	2	Cc1ccc(C)c(NC(=O)Cn2c(=O)n(CCCS(=O)(=O)C3CCCCC3)c(=O)c3ccccc32)c1
0%	2%	-5%	-14%	-15%	-1%	22%[59 µM]	28%	6	COc1ccc(NC(=O)CC23CC4CC(CC(C4)C2)C3)cn1
2%	40µM*	11%	-25%	13µM*	0%	13µM*	u	0	CN(C)CCCn1c(-c2ccc(Cl)cc2)csc1=Nc1ccccc1
-1%	-9%	22%	17%	-2%	-7%	41%[59 µM]	15%	1	CCOCCCNC(=O)C1CCN(S(=O)(=O)N2CC(C)CC(C)C2)CC1 (configuration not stated)
10%	-21%	-15%	u	-2%	-14%	-10%	26%	-3	COCCNC(=O)c1onc(CSc2ccccc2F)c1C(=O)O
-2%	-10%	7%	7%	-8%	3%	-93%	8%	-5	COC1CCCN(C(=O)c2ccc(OC3CCN(S(=O)(=O)N(C)C)CC3)cc2)C1 (configuration not stated)
0%	-2%	13%	-13%	-10%	5%	-6%[59 µM]	42%[activator]	-1	COc1cc(CN(C(=O)COc2ccc(C)cc2)c2ccccn2)cc(OC)c1OC
1%	-10%	19%	1%	6%	-7%	-1%[59 µM]	13%	2	CNC(=O)c1ccccc1S(=O)(=O)c1ccccc1C#N
-15%	1%	2%	0%	-3%	6%	10%	60%[activator]	3	COc1ccc(C2C3=C(CC(C)(C)CC3=O)N(C)C3=C2C(=O)CC(C)(C)C3)cc1
-2%	-13%	-42%	69%[activator]	-33%	8%	-35%[12.7 µM]	28%	7	CSCC[C@H](NC(=O)Nc1cccc(C(F)(F)F)c1)C(=O)O
22%	56µM*	u	u	35µM*	4%	x	-20%	4	COc1cc(C2Oc3ccccc3C=C2[N+](=O)[O-])cc(OC)c1OC (configuration not stated)
-12%	-3%	-3%	4%[57.4 µM]	-6%	-2%	-1%	29%	0	CCOC(=O)CN(C(=O)Cn1nnc2ccccc21)C(C(=O)NCCOC)c1ccccc1 (configuration not stated)
-10%	79µM*	-22%	-14%	50µM*	11%	4.5µM*	32%	-3	COc1cc(C(=O)N2CCN(S(=O)(=O)c3cccs3)CC2)cc(OC)c1C

Part of the list above in order of heavy-atom count, smallest number first.
GLS inh	JMJD2A Tudor inh	RGS4 inh	12-LOX inh	BAZ2B block	ERG Ets-DNA blk	G9a block	HP1b chromo inh	PI4K2A inh	Structure
0%	2%	-5%	-14%	-15%	-1%	22%[59 µM]	28%	6	COc1ccc(NC(=O)CC23CC4CC(CC(C4)C2)C3)cn1
-10%	79µM*	-22%	-14%	50µM*	11%	4.5µM*	32%	-3	COc1cc(C(=O)N2CCN(S(=O)(=O)c3cccs3)CC2)cc(OC)c1C
-16%	-1%	3%	51%[activator]	-11%	1%	-5%[0.0925 µM]	6%	0	COc1ccc(/C=C2\SC(=O)N(CCNC(=O)C3CC4C=CC3C4)C2=O)cc1 (configuration not stated)

(list continues)
GLS inh	JMJD2A Tudor inh	RGS4 inh	12-LOX inh	BAZ2B block	ERG Ets-DNA blk	G9a block	HP1b chromo inh	PI4K2A inh	Structure
5%	-5%	29%	0%	-6%	-5%	6%	15%	3	COc1ccc(-c2cc(C(=O)Nc3c(C)nn(Cc4ccccc4Cl)c3C)no2)cc1
-4%	-21%	-44%	x	-7%	13%	45µM*	27%	-11	COc1ccc(CS(=O)(=O)/C(Cl)=C(/Cl)C(=O)Nc2ccc(OC)nc2)cc1
2%	-26%	6%	0%	4%	3%	-17%	26%	3	COc1cccc(C(=O)N2CCOCC2)c1OC
0%&-10%	0%	-24%	24%&13%	-8%	11%	-8%[12.7 µM]	56%[activator]	4&1	COc1cc(NC(=O)c2csc(N)n2)cc(C(=O)Nc2cccc(C(F)(F)F)c2)c1
60%[activator]	-2%	-3%[11.4 µM]	-10%	-23%	-9%	-29%	18%	6	CCOC(=O)C1=C(C)NC(=S)NC1c1ccsc1 (configuration not stated)
-6%	-19%	-22%	-9%	-38%	3%	u	22%	-6	Cn1c(=O)c(=O)n(C)c2cc(S(=O)(=O)CCC(=O)NCc3ccccc3)ccc21
5%	-12%	1%	3%	5%	2%	-5%[59 µM]	6%	2	CC(C)NC(=O)C1=CC(c2ccc3c(c2)OCO3)=NS(=O)(=O)N1C
0%	2%	0%	-11%	u	-9%	45µM*	8%	-2	O=C(O)c1cc([N+](=O)[O-])c(NCc2cccnc2)c([N+](=O)[O-])c1
5%	-6%	-6%	-24%	-8%	0%	-7%[59 µM]	16%	-21	O=C(c1ccc([N+](=O)[O-])s1)N1CCN(c2ccc(C(F)(F)F)cn2)CC1
-12%	4%	-25%	u	5%	-17%	-1%	25%	5	O=C(CSc1ccc(Cl)cc1)NCC1CCCO1 (configuration not stated)
u	-21%	-29%	59%[activator]	-25%	-3%	4%[59 µM]	12%	-1	COc1ccc(C2C3=C(CC(C)(C)CC3=O)Nc3cc4c(cc32)OCO4)cc1 (configuration not stated)
-25%	-19%	u	32µM*	-38%	1%	6%	12%	3	CC(=O)Oc1cc2c(cc1Cl)C(c1cccs1)CC1(CC(C)(C)NC(=S)N1)O2 (configuration not stated)
11%	-10%	-2%	1%	-29%	0%	-13%[59 µM]	33%	-16	O=C(OCCOCCN=C1NS(=O)(=O)c2ccccc21)C1CC(=O)N(c2ccccc2)C1 (configuration not stated)
-5%	-1%	-33%	0%	1%	18%	x	31%	1	COc1ccc(C(=O)c2ccccc2)c(OCC(=O)NC2CC2)c1
-2%	4%	-9%	-2%	3%	-7%	x	26%	-1	O=C(O)CC12CC3CC(C1)CC(n1ncc(N4CCC5(CC4)OCCO5)c(Cl)c1=O)(C3)C2
1%	-16%	-2%	-12%	2%	2%	5%[59 µM]	13%	11	O=C(CC(c1ccccc1)C1CCCCC1=O)c1ccco1 (configuration not stated)

From PubChem
